High-throughput results: PubChem, several laboratories
PPC-1+TRAIL kill = PPC-1 cancer cell killing with TRAIL present; PPC-1 cells + TRAIL, ATPLite viability luminescence; cell killing (% activity), % at 4 µM; 0.41% of 220,000 active;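 active = cell killing above 50% in the first pass at 4 µM, then a duplicate retest at 5 µM averaging 50% or more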;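 also: plate controls were cells with TRAIL plus DMSO for no effect and medium-only wells lacking cells for full effect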
TRPML3 ag = human mucolipin-3 channel agonism | Q8TDD5 | HEK293 TRPML3-YFP, Fluo-8 calcium fluorescence; 100% = the carbachol control signal | activation, % at 3 µM | 0.29% of 220,000 active | AID 1448;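 active = activation above its plate's cutoff, the mean activation of the plate's test wells plus 3 SD, cut at about 12% in these data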;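 also: 0% = DMSO only wells and 100% = carbachol wells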
Target sequence (Q8TDD5 whole entry, looked up): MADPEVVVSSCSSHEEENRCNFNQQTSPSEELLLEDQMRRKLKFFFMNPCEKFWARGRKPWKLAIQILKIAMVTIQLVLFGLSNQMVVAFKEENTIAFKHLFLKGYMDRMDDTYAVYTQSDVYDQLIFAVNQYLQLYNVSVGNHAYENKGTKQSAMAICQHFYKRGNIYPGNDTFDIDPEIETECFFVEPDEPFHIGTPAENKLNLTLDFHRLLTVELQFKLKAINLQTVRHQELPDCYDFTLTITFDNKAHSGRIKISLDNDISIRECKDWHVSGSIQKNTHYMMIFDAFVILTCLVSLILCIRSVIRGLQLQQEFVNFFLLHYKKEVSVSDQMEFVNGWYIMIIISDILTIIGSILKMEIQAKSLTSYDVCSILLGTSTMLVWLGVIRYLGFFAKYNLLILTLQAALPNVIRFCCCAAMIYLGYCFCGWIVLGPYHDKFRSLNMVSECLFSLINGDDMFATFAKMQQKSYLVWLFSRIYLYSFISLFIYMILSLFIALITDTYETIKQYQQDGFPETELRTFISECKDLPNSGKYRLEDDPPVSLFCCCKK
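Material: TRPML3-YFP stable HEK293 cells | Dosing: One concentration, 3 µM nominal, 0.3% DMSO | Timing: 125 s total fluorescence read per well | Technique: Fluo-8 calcium dye fluorescence, ex 470-495, em 515-575 nm | Measure: Percent activation from peak-to-basal fluorescence ratio, scaled between DMSO and carbachol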
RBBP9 inhibitor = inhibitors of human serine hydrolase RBBP9; 0.2% of 220,000 active; AID 1515; inhibition, % at 7.94 µM; recombinant RBBP9, FP-Rh probe fluorescence polarization; O75884;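 active = inhibition above the campaign mean of all tested compounds plus 3 SD, cut at about 14% in these data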;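 also: plate controls were DMSO wells with RBBP9 for no effect and wells lacking RBBP9 protein for full effect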
Target sequence (O75884 whole entry, looked up): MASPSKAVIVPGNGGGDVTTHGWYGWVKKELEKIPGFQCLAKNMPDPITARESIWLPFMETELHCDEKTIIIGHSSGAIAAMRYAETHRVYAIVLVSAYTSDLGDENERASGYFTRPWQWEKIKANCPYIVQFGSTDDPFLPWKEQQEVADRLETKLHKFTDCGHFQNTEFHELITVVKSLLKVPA
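Test system: recombinant human RBBP9; Timing: 30 min then 45 min, 25 °C; Detection: fluorescence polarization; Control set: RBBP9 with DMSO as uninhibited control, no-protein wells as full inhibition; Compound dosing: one concentration, 7.94 µM nominal, 0.794% DMSO; Probe or stimulus: FP-Rh activity-based probe, 375 nM before mixing.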
TNF necrop inh = inhibitors of TNF-alpha induced necroptosis in Jurkat FADD-/- cells; Jurkat FADD-/- TNF necroptosis rescue, ATP luminescence, 24 h; 0 = TNF only, 100 = no-TNF cells; activation (protection from cell death), % at 10 µM; 0.068% of 220,000 active;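 active = activation, meaning protection from cell death, of at least 50% relative to plate controls; inactive = activation below 50%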;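 also: necroptosis triggered by 40 ng/mL TNF-alpha added together with compound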
CHOP inhibitor = blocks CHOP induction under ER stress. CHO-K1 CHOP-promoter luciferase, tunicamycin-induced, 15-18 h. inhibition, % at 10 µM. 3.8% of 220,000 active;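 active = compounds that reduced the stress-induced luciferase reporter signal by more than about 70% of percent inhibition, limit read from the data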;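 also: 0% = tunicamycin plus vehicle and 100% = wells without tunicamycin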
Wee1 degr inh = human Wee1 degradation inhibition, primary screen. HeLa Luc-Wee1K328M stability, luciferase luminescence; 100% = proteasome inhibitor MG132 effect. reporter increase, % at 5 µM. P30291. 1.2% of 220,000 active;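 active = activation above the mean of all tested compounds plus 3 SD, set per screening run, cut at about 8.8% in these data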;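 also: cells exposed to compound for 20 h before luminescence read; 0% = DMSO alone and 100% = MG132 at 30 µM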
Ba/F3 V617F tox = loss of viability in JAK2V617F-driven Ba/F3 cells; 1.1% of 220,000 active; Ba/F3 EpoR-JAK2V617F viability, ATP luminescence; inhibition, % at 5.6 µM;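 active = inhibition above the campaign mean plus 3 SD over all tested compounds, cut at about 24% in these data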;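 also: cytokine-independent growth of Ba/F3 cells driven by EpoR plus mutant JAK2; 0% = DMSO-treated cells and 100% = JAK inhibitor I control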
BaF3 parental = reduces parental Ba/F3 cell viability, JAK2V617F counter-screen. CellTiter-Glo ATP luminescence. inhibition, % at 5.6 µM. 1.1% of 220,000 active. AID 1486;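 active = inhibition above a per-campaign cutoff, the mean inhibition of all tested compounds plus 3 SD, cut at about 27% in these data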;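 also: 0% = DMSO wells and 100% = JAK Inhibitor I control wells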
TRPN1 ag = activates the zebrafish TRPN1 channel | AID 1424 | activation, % at 3 µM | 0.18% of 220,000 active | HEK293 zebrafish TRPN1-YFP, Fluo-8 calcium fluorescence; 100% = response to 87 µM carbachol;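 active = activation above its plate's cutoff, the mean activation of test wells on that plate plus 3 SD, cut at about 19% in these data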;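 also: 0% = DMSO alone and 100% = 87 µM carbachol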
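Material – zebrafish TRPN1-YFP in HEK293 cells · Doses – 3 µM single point · Schedule – dye 1 h 37 °C plus 30 min RT · Signal – Fluo-8 calcium fluorescence, excitation 470-495 nm, emission 515-575 nm · Read-out – % activation versus carbachol response · Control set – carbachol high, DMSO low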
Starred values were filed as active, the others as inactive; x = not tested or not shown; ! = not confirmed by another sample.

SMILES	PPC-1+TRAIL kill	TRPML3 ag	RBBP9 inhibitor	TNF necrop inh	CHOP inhibitor	Wee1 degr inh	Ba/F3 V617F tox	BaF3 parental	TRPN1 ag
O=C1CC(c2ccc(F)cc2)c2cc3c(cc2N1)CCC3 (stereo not given)	2	0.0	-8	-2.4	55	0	-1	2	-2.0
COC(=O)CCCNc1ncccc1[N+](=O)[O-]	6	0.6	-3	0.6	4	4	-1	8	1.8
Cc1ccsc1C(=O)NCCC(c1ccccc1)c1ccccc1	19	1.1	-8	3.7	14	-1	3	7	-0.2
CCSc1nnc(NC(=O)COc2cccc3ccccc23)s1	14	1.2	-3	0.3	51	-1	-3	4	0.1
Cc1nccc2[nH]c(=O)c(C(=O)NCCCN(C)C3CCCCC3)cc12	3	-0.4	-4	4.8	-17	-1	-3	0	0.1
COc1cccc(/C=N/NC(=O)C(=O)NCc2ccco2)c1OC	7	-0.2	-10	1.4	3	2	4	2	-0.9
Cc1cc(Cl)c(S(=O)(=O)N2CCN(c3cccc(C)c3C)CC2)cc1OCC(N)=O	-20	0.2	-7	-3.2	107*	2	-2	1	0.0
O=C(NNC(=S)NCc1ccccc1)c1cccc([N+](=O)[O-])c1	8	-0.1	5	0.4	9	0	-1	0	1.6
CCc1cc(SC#N)cc(C)c1NC(=O)CCl	-18	-0.5	-4	-11	15	4	7	7	0.6
FC(F)(F)Oc1ccc(Nc2nc3ccccc3o2)cc1	-17	1.2	-4	1.8	91*	-2	-3	2	0.6
CCC(=O)NCCc1cc2cc(C)c(C)cc2[nH]c1=O	-4	0.3	-2	-0.4	-5	0	2	5	0.6
CCCC(=O)Nc1ccccc1NC(=O)c1ccc(OC)cc1	14	-0.1	5	0.4	-17	0	-3	0	-1.7
O=C(N/N=C/c1cc(Br)cc(Br)c1O)c1cccc(N2CCCC2=O)c1	-6	0.9	-10	-9.8	65	-2	1	5	0.9
Cc1ccccc1NC(=O)N1CCN(C(=O)c2ccco2)CC1	-7	1.0	-5	0.0	21	-1	2	5	0.1
OCCC1CN(Cc2cnc(-c3ccccc3)s2)CCN1C1CCCCC1 (stereo not given)	17	1.1	-7	3.8	2	-3	-3	2	0.6
Cc1ccc(C(=O)N/C(=C\c2ccc(-c3cccc([N+](=O)[O-])c3)o2)C(=O)NC(C)(C)C)cc1	10	-0.6	-5	1.0	54	-3	-1	-2	-1.3
CCOC(=O)Cn1cnc2sc(C(=O)OC)c(C)c2c1=O	5	0.5	-6	0.4	-11	0	-5	0	0.3
CC(C)c1ccc2c(c1)c(SC(C)(C)C)c(CC(C)(C)C(=O)O)n2Cc1ccc(Cl)cc1	7	0.7	5	x	97*!	0	-3	-3	1.0
CC(=O)n1c(C=Nc2ccccc2)c(O)c2ccccc21	3	0.4	4	-1.8	-20	-2	3	4	-0.5
COCCn1c(SCC(=O)Nc2nnc(C)s2)nnc1-c1ccoc1C	2	0.1	-11	0.1	-17	1	-1	3	0.9
COc1cccc(NC(=O)CSc2nc(C)cs2)c1	31	-0.5	4	0.0	13	1	3	8	-0.8
CN(CC(=O)OCC(=O)NCc1ccccc1)S(=O)(=O)c1ccc(Cl)cc1	24	-0.4	-3	1.3	17	1	-5	2	-1.3
CCN(CC)C(=O)CC1(c2ccccc2OC)CCOC(C(C)C)C1 (stereo not given)	-2	17*	-3	-2.3	26	-1	5	4	-0.7
CCSC1=N/C(=C\c2ccc3c(c2)OCO3)C(=O)S1	21	1.3	-8	-5.1	74*	0	-7	-2	-0.2
O=c1c2cccc(Cl)c2nc2n1Cc1ccccc1-2	13	0.8	1	-1.8	-13	-2	-1	1	-0.5
CCCc1nc2c(C)cc(-c3nc4ccccc4n3C)cc2n1Cc1ccc(-c2ccccc2C(=O)O)cc1	20	-0.1	-5	x	-12	4	6	-1	-1.4
COc1ccc2nc(C)cc(SCC(=O)Nc3c(C)cccc3C)c2c1	-3	0.9	-4	2.7	69	1	-2	1	1.1
COc1ccc(C2c3[nH]c4ccccc4c3CCN2CCCn2cccn2)c(C)c1C (stereo not given)	21	0.1	-4	1.7	1	2	-1	5	-3.1
O=C(c1ccc2c(=O)n(CC3CCCO3)c(=S)[nH]c2c1)N1CCN(c2ccccc2)CC1 (stereo not given)	8	0.2	-11	-4.9	11	-1	-2	2	0.7
CCCN1CN(CCc2ccccc2)CNC1=S	15	-0.7	14	4.0	-4	-3	-5	1	-1.6
Cc1onc(-c2ccccc2Cl)c1C(=O)N1CCN(C/C=C/c2ccccc2)CC1	7	0.4	5	1.0	27	1	-6	1	-0.5
CCNC(=S)NNC(=O)CSc1nc2ccccc2[nH]1	13	0.3	-8	-0.1	10	-1	3	8	-0.5
O=c1cc(NS(=O)(=O)c2ccccc2)nc(SCc2ccccc2Cl)[nH]1	18	0.7	4	-1.7	26	1	2	6	3.8
COc1cc(/C=N/Nc2cccc(C)c2)ccc1OC(=O)c1cccs1	0	0.5	1	2.3	40	-1	-5	1	-1.4
O=C1CCCC/C1=C/Nc1ccc2c(c1)OCO2	-2	1.1	-3	0.3	-18	1	0	3	1.6
O=C(COc1ccccc1)Nc1nc(-c2cccs2)cs1	-29	-0.2	-1	-0.4	57	-2	-2	0	-0.3
CC(=O)N(CN1C(=O)c2ccccc2C1=O)c1ccc2c(c1)oc1ccccc12	-10	0.4	-5	0.1	9	1	-1	3	1.1
CCN(Cc1ccccc1)c1ccc(/C=N/NC(=O)c2cccc(S(=O)(=O)N3CCOCC3)c2)cc1	14	-0.7	-13	-2.4	46	-4	3	7	-1.0
O=C(NCc1cccnc1)c1cccn2c(=O)c3sccc3nc12	-14	0.5	2	-2.5	0	-3	4	-2	-0.9
Cc1ccc([N+](=O)[O-])cc1NC(=O)c1ccc(-c2ccccc2)cc1	18	0.1	1	0.3	14	-2	-1	0	-0.6

Arranged by number of heavy atoms (smallest number first): 3 of the compounds above
SMILES	PPC-1+TRAIL kill	TRPML3 ag	RBBP9 inhibitor	TNF necrop inh	CHOP inhibitor	Wee1 degr inh	Ba/F3 V617F tox	BaF3 parental	TRPN1 ag
O=C1CCCC/C1=C/Nc1ccc2c(c1)OCO2	-2	1.1	-3	0.3	-18	1	0	3	1.6
CCNC(=S)NNC(=O)CSc1nc2ccccc2[nH]1	13	0.3	-8	-0.1	10	-1	3	8	-0.5
CC(=O)N(CN1C(=O)c2ccccc2C1=O)c1ccc2c(c1)oc1ccccc12	-10	0.4	-5	0.1	9	1	-1	3	1.1

(list continues)
SMILES	PPC-1+TRAIL kill	TRPML3 ag	RBBP9 inhibitor	TNF necrop inh	CHOP inhibitor	Wee1 degr inh	Ba/F3 V617F tox	BaF3 parental	TRPN1 ag
COc1ccc(NC(=O)c2cncc(Br)c2)cc1S(=O)(=O)N1CCCCC1	25	1.0	-5	3.1	5	-2	2	4	3.1
Cc1nn(CCOc2ccc(Br)cc2)c(C)c1[N+](=O)[O-]	21	0.2	-1	1.4	20	1	3	6	-0.1
O=C(O)CCCCCCCCCCP(=O)(c1ccccc1)c1ccccc1	-22	0.8	-6	1.9	9	3	-2	0	1.7
COC(=O)NCC(c1ccco1)N1CCN(c2ccc(F)cc2)CC1 (stereo not given)	0	-0.2	-6	1.7	0	-3	7	7	1.3
Cc1c(C(=O)Nc2cccc(-c3nnc4n3CCCCC4)c2)oc2ccccc12	28	-1.0	-2	2.5	25	0	2	8	0.1
COc1ccc2c(c1)C(=C(C#N)C#N)C(=O)N2CCc1ccccc1	7	0.3	-8	-21	-17	-1	-5	0	0.3
CCc1nnc(NC(=O)CSc2ccc(-c3ccco3)nn2)s1	4	-0.1	1	0.4	-4	-1	-1	3	-0.8
CCC(C)(C)NC(=O)c1cc(S(=O)(=O)N2CCCCC2)ccc1N1CCOCC1	39	1.0	-4	0.8	15	0	1	6	1.4
COC(=O)c1cc(C#N)c(Oc2ccccc2OC)nc1C	-1	-0.8	-9	-2.3	21	-1	-1	2	-1.1
O=C(CCc1ccccc1)NNC(=O)c1ccc(Br)cc1	15	-0.3	-4	-0.1	30	1	1	5	0.1
CCOC(=O)C1(CCCc2ccccc2)CCN(C(=O)CN2C(=O)CSC2=O)CC1	17	-0.2	-6	0.2	44	1	-1	6	-1.1
CCN(CC)S(=O)(=O)c1ccc(F)c(C(=O)NCCC(C)C)c1	1	0.0	2	2.5	28	-1	-4	0	-0.9
O=C(Nc1nc(-c2ccc(Cl)s2)cs1)c1ccncc1	6	3.3	-4	-9.6	65	2	1	8	7.7
Fc1ccc(-c2cc(C(F)(F)F)nc(NCC3CCCO3)n2)cc1 (stereo not given)	8	0.1	-3	1.9	84*	2	5	12	0.0
O=C(CCNc1ccc(F)cc1)c1cccc([N+](=O)[O-])c1	28	0.6	-6	-5.7	-2	2	-1	-1	0.7
C=CCNC(=S)NNC(=O)c1ccc(OCCCC)cc1	12	-0.1	-10	-1.1	15	-2	-3	0	0.3
CC(=O)N(C)/C=C1\Sc2ccccc2C1=O	5	0.7	-5	-2.2	7	2	-3	0	0.9
CCOC(=O)CNC(=O)CSc1nnc(-c2ccccc2)n1Cc1ccco1	20	0.6	-7	-2.9	-24	-2	-4	0	-1.0
COc1cc(OC)cc(C(=O)NC(=S)Nc2cccnc2)c1	6	0.0	-3	-2.7	-19	0	6	2	0.5
CC(=O)Nc1ccc(/C(C)=N\NC(=O)c2ccc(-c3ccccc3)cc2)cc1	38	0.9	-3	-8.0	-6	1	88*	82*	-0.1
O=C(Nc1ccc(N2CCOCC2)c(Cl)c1)c1ccc2c(c1)OCCO2	x	3.4	-8	-1.7	-2	1	5	7	5.9
CC1(C)OC(C)(C)/C(=C/Nc2ccccc2)C1=O	8	0.5	-4	0.9	-5	0	3	7	1.9
O=C(Cc1ccc(Br)cc1)Nc1ncc([N+](=O)[O-])s1	21	14*	-16	19	47	5	3	4	21*
CC(=O)Nc1ccc(OS(=O)(=O)c2ccccc2C)cc1	13	0.4	-4	1.0	-10	-2	1	0	1.9
Cc1ccccc1NC(=S)NCCc1ccccn1	-29	0.4	-2	-4.2	-15	-3	-3	6	0.7
Cc1cc(C)n(C(=O)COc2c(C)cccc2C)n1	5	0.2	-1	0.0	5	0	0	5	1.4
O=C(Nc1nc(-c2ccccn2)cs1)c1cc(Cl)ccc1[N+](=O)[O-]	9	1.7	-5	-7.6	19	1	72*	61*	3.3
CC(C)(C)c1cc(C(=O)NNC(=O)c2ccc(Cl)cc2)no1	-19	-0.8	-4	1.4	3	-1	-1	23	-2.0
O=C(c1ccco1)N1CCN(c2cc(=O)n(C3CCCCC3)c(=O)[nH]2)CC1	28	0.8	-4	0.6	5	0	1	4	-0.3
Cc1ccc(S(=O)(=O)N/N=C2\C(=O)C3(C)CCC2C3(C)C)cc1 (stereo not given)	5	0.6	-6	0.5	-4	-2	1	2	1.3
